phage Ecoli inh: E. coli growth loss with phage present | growth absorbance | hit rate 0.26% among 360,000 | AID 651602 | inhibition, % at 11.9 µM; in the data active = inhibition above about 11%
Wnt act: activators of Wnt/beta-catenin signaling; hit rate 1.2% among 300,000; activation, % at 9.35 µM; Wnt/beta-catenin reporter cell assay, activator, plate reader; AID 743398; in the data active = activation above about 30%, passing the limit was not always enough;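 also: 0% = neutral control wells and 100% = positive control wells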
SR-BI DiI-HDL act: activators of SR-BI mediated HDL lipid uptake | hit rate 0.096% among 320,000 | AID 504775 | CHO ldlA[mSR-BI] cells, DiI-HDL uptake fluorescence, 3 h; 100 = double the neutral-control signal | activation, % at 12.5 µM;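 active = mean replicate activation of at least 60% and every replicate at or above 60%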;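 also: 0% = median plate neutral-control signal and 100% = twice that signal; values of inactives mirror those of a sister screen read the other way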
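Material: SR-BI-overexpressing, LDLR-lacking CHO cells; schedule: compound exposure 3 h, 37 °C; reagent: DiI-labelled HDL at 10 µg/mL final; technique: bottom-read fluorescence, 550/595 nm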
Ecoli viability: counter-screen for AddAB inhibitors: E. coli growth inhibition; E. coli V3065 growth, OD600 absorbance, 18 h; inhibition, % at 11.9 µM; hit rate 0.27% among 330,000;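 active = inhibition above the campaign's mean inhibition across all tested compounds plus 3 SD, cut at about 9.9% in these data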;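 also: uninfected addAB+ strain grown without phage in ampicillin broth; 0% = DMSO wells and 100% = ciprofloxacin 0.95 µg/ml wells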
MITF act: activators of MITF-driven TRPM1 promoter activity in SK-MEL-5 cells; SK-MEL-5 TRPM1-promoter luciferase, 24 h; % of positive control, neutral wells = 0; hit rate 0.75% among 300,000; activation, % at 12.5 µM; AID 588334;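 active = mean activation of at least 80% with every replicate also reaching 80%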;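 also: 0% = neutral control wells and 100% = parthenolide positive control wells; values of inactives mirror those of a sister screen read the other way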
CAL PDZ FP-1: inhibitors of human CAL PDZ peptide binding. Q9HD26. purified CAL PDZ, TMR-peptide fluorescence polarization, 1 h. hit rate 0.02% among 330,000. inhibition, % at 20 µM. AID 504414;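 active = highest replicate inhibition of at least 40%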;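 also: plate controls were DMSO neutral control wells for no effect and unlabeled competitor peptide control wells for full effect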
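Test system: purified CerCALP PDZ construct; Compound dosing: one concentration, 20 µM compound; Also added: TMR-labelled reporter peptide T*-PRC34 bound in PDZ groove; Read-out: inhibition from polarization loss; Controls: unlabelled peptide and DMSO controls; Signal: FP readout, S and P plane fluorescence; Incubation: 1 h at RT.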
Tat export inh: E. coli Tat transport inhibition | hit rate 0.036% among 340,000 | E. coli MC4100 TorA-mCherry Tat export, fluorescence | inhibition, % at 10 µM;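 active = mean replicate inhibition at least 50% and at least half of replicates individually reaching 50%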;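 also: exported cargo escapes ClpAP degradation while cytoplasmic cargo is degraded and loses fluorescence; 0% = median of neutral control wells and 100% = median of NaSCN control wells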
AddAB inh: less growth of phage-infected E. coli with AddAB; E. coli expressing H. pylori AddAB, absorbance growth; inhibition, % at 11.9 µM; hit rate 0.29% among 330,000; in the data active = inhibition above about 12%;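 also: 0% = vehicle wells of infected cells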
CAL PDZ FP-2: inhibitors of human CAL PDZ peptide binding | AID 602252 | hit rate 0.92% among 300,000 | purified CAL PDZ, TMR-peptide fluorescence polarization, 1 h | inhibition, % at 24.9 µM;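 active = mean inhibition of at least 30% with at least half of replicates also reaching 30%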;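 also: 0% = DMSO neutral control and 100% = excess unlabeled competitor peptide PRC23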
SR-BI HDL uptake: inhibitors of mouse SR-BI mediated HDL lipid uptake; ldlA[mSR-BI] CHO cells, DiI-HDL uptake fluorescence, 3 h; Q61009; inhibition, % at 12.5 µM; hit rate 0.96% among 320,000;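 active = mean replicate inhibition of at least 70% and a set share of replicates each scoring 70 or more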;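 also: 0% = median of neutral control wells and 100% = median of positive control wells; values of inactives mirror those of a sister screen read the other way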
Target sequence (Q61009 whole entry, looked up): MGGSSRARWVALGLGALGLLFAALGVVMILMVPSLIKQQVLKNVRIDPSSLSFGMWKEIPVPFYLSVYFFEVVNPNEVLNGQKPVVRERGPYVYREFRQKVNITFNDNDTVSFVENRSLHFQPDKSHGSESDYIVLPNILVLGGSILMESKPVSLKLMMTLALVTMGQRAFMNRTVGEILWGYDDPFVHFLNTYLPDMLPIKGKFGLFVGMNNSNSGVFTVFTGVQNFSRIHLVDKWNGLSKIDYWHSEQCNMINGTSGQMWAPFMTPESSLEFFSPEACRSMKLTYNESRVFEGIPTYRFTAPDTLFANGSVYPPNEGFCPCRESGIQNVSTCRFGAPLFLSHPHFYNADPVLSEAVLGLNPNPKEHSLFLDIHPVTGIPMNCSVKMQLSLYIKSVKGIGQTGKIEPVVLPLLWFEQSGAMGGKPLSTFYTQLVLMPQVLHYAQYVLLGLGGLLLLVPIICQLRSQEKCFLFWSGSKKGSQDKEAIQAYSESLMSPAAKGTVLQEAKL
Active calls of the source: *; nt = not tested or not shown; & = joins results of further samples.

SMILES | phage Ecoli inh | Wnt act | SR-BI DiI-HDL act | Ecoli viability | MITF act | CAL PDZ FP-1 | Tat export inh | AddAB inh | CAL PDZ FP-2 | SR-BI HDL uptake
CCN(CC)C(=O)CSc1nc2ncccc2[nH]1 | 2.6 | -2 | 20 | -0.5 | 2 | -2.7 | 2 | -0.8 | nt | -20
COc1ccc(NC(=O)c2ccc(S(=O)(=O)N3CCCCC3)cc2)cc1OC | -0.1 | -5 | -39 | -0.8 | -8 | -0.9 | 2 | 1.3 | nt | 39
O=C1C=C(c2cccc3c2sc2ccccc23)C[C@@H](c2ccc(F)cc2)C1 | 1.0 | -3 | -69 | 0.1 | 0 | 0.1 | -1 | -0.5 | 0 | 69
COc1ccc(CCNC(=O)COC(=O)C2CC2)cc1 | -0.6 | 1 | 43 | 0.2 | -5 | -0.3 | -6 | -0.3 | -5 | -43
CC1CCN(c2nc3nonc3nc2Nc2ccc(F)cc2)CC1 | 1.4 | -2 | -36 | -1.3 | -2 | 2.2 | -3 | 2.7 | -5 | 36
CCN(CC)CCCN1C(=O)C(=O)/C(=C(/O)c2c(C)nc3ccccn23)C1c1ccc(C)o1 (centres undefined) | 2.8 | 0 | nt | nt | 4 | -1.9 | 3 | nt | 0 | nt
COc1cc(N2C(=O)CC3(CCCC3)CC2=O)cc(OC)c1OC | 1.0 | 0 | 24 | -0.3 | -12 | -0.6 | 2 | 0.3 | nt | -24
Cc1cc(C)nc(NS(=O)(=O)c2ccc(NC(=S)NC(=O)C(C)(C)C)cc2)n1 | -1.6 | nt | 0 | 1.6 | -16 | 0.6 | -5 | 2.0 | -1 | 0
CN1CCN(C(=O)CN(C)S(=O)(=O)c2ccc3ccccc3c2)CC1 | 4.2 | -2 | -6 | 0.9 | 0 | -0.4 | 5 | 2.7 | 2 | 6
CC(=O)c1ccc(OCc2cc(C(=O)N3CCN(c4ccccc4)CC3C)no2)cc1 (centres undefined) | 1.7 | 28 | -8 | -0.8 | 73 | -0.3 | 9 | 1.5 | 6 | 8
C=CCn1c(O)c2ccc(C(=O)N=NC(=O)COc3ccc(OC)cc3)cc2c1O | 0.9 | 0 | -6 | -0.8 | -4 | -1.4 | 3 | -0.8 | -2 | 6
CCOC(=O)c1c(NC(=O)CCCC(=O)O)sc2c1CCC2 | 5.5 | 0 | 10 | 2.1 | 3 | -0.2 | 1 | 0.9 | -4 | -10
O=C(/C=C/c1ccc(O)cc1)OCc1occc(=O)c1O[C@@H]1OC(CO)[C@@H](O)[C@H](O)[C@@H]1O (some centres undefined) | 3.3 | -4 | -31 | -2.1 | -5 | -0.2 | 5 | 1.3 | -5 | 31
O=C(COC(=O)CCCOc1ccccc1)NC1CCS(=O)(=O)C1 (centres undefined) | 1.3 | -1 | -3 | -0.1 | 8 | -2.8 | -5 | 0.2 | -7 | 3
Oc1cccc(-c2nc3c4c(ncn3n2)-c2ccccc2CC42CCCC2)c1 | 0.9 | -14 | -34 | 0.8 | -19 | nt | 7 | -0.9 | -4 | 34
COc1ccc(CC(=O)OCC(=O)NCc2ccc(F)cc2)cc1 | 1.5 | -2 | 37 | 0.9 | -11 | 1.1 | -2 | -2.3 | -5 | -37
COc1ccc(N2CCN(Cc3nc(N)nc(N4CCCc5ccccc54)n3)CC2)cc1 | 0.0 | -2&3 | 15 | -4.4 | -1 | -0.6 | 2 | -3.0 | -1 | -15
Cc1ccccc1OC1C(=O)N(CC2CCCO2)C1c1ccc2c(c1)OCO2 (centres undefined) | 5.2 | 0 | 10 | -0.9 | -3 | -2.1 | 1 | 1.0 | 2 | -10
COc1ccccc1NC(=O)c1ccc(Br)o1 | -0.3 | 0 | -1 | 0.1 | -14 | nt | -3 | -0.9 | -4 | 1
CCN1C(=O)[C@@H]2[C@@H](c3ccc(-c4ccc(F)cc4)c(OC)c3)N3CCC[C@@]3(C(=O)OC)[C@@H]2C1=O | 1.3 | -6 | -11 | 0.0 | -3 | -0.2 | 7 | -1.4 | -1 | 11
CCOC(=O)C1CCN(C(=O)c2cc3c(=O)n4cccc(C)c4nc3s2)CC1 | 3.2 | 0 | 15 | 0.2 | -27 | -1.8 | 1 | -1.2 | -2 | -15
Cc1onc(-c2c(Cl)cccc2Cl)c1C(=O)Nc1c(C)n(C)n(-c2ccccc2)c1=O | 2.1 | nt | 15 | nt | 14 | nt | -4 | nt | -2 | -15
CCN1CNC(=S)N(c2ccccc2OC)C1 | 1.7 | -1 | 13 | -1.4 | -11 | 0.0 | 6 | -2.9 | -5 | -13
Cn1cc(C2=C(c3ccc(Cl)cc3Cl)C(=O)NC2=O)c2ccccc21 | 3.0 | 11 | -62 | 0.7 | -8 | -0.9 | -4 | -1.3 | -4 | 62
CCCNC(=O)c1ccccc1NC(=O)c1ccccc1N(C)S(=O)(=O)c1ccc(C)cc1 | 2.9 | nt | 10 | nt | -19 | -1.4 | -2 | nt | -1 | -10
Cc1ccccc1Cn1cc(NS(=O)(=O)c2cn(C)nc2C)cn1 | 3.0 | 0 | 16 | -2.7 | -8 | -0.8 | 3 | -0.7 | -5 | -16
O=C1CN(C(=O)COc2ccc(Cl)cc2Cl)c2ccccc2N1 | -0.9 | 2 | nt | -1.3 | nt | -2.5 | 9 | 3.4 | -1 | nt
Cc1cc(C)c(C)c(OCC(=O)O/N=C(\N)c2ccncc2)c1 | 1.8 | 5 | nt | 1.5 | 18 | -3.0 | -3 | 2.2 | -3 | nt
Cc1nc(NCc2ccc(S(N)(=O)=O)cc2)c2c(C)c(C)sc2n1 | 2.5 | -7 | -8 | 0.6 | -9 | -1.0 | -3 | 1.9 | -3 | 8
CCOc1ccccc1NC(=O)CSc1nnc2ccc(-c3cccnc3)nn12 | 0.1 | 1 | -22 | 0.2 | -5 | -1.8 | -5 | 4.7 | -6 | 22

Continued; the last four above are carried over.
SMILES | phage Ecoli inh | Wnt act | SR-BI DiI-HDL act | Ecoli viability | MITF act | CAL PDZ FP-1 | Tat export inh | AddAB inh | CAL PDZ FP-2 | SR-BI HDL uptake
O=C1CN(C(=O)COc2ccc(Cl)cc2Cl)c2ccccc2N1 | -0.9 | 2 | nt | -1.3 | nt | -2.5 | 9 | 3.4 | -1 | nt
Cc1cc(C)c(C)c(OCC(=O)O/N=C(\N)c2ccncc2)c1 | 1.8 | 5 | nt | 1.5 | 18 | -3.0 | -3 | 2.2 | -3 | nt
Cc1nc(NCc2ccc(S(N)(=O)=O)cc2)c2c(C)c(C)sc2n1 | 2.5 | -7 | -8 | 0.6 | -9 | -1.0 | -3 | 1.9 | -3 | 8
CCOc1ccccc1NC(=O)CSc1nnc2ccc(-c3cccnc3)nn12 | 0.1 | 1 | -22 | 0.2 | -5 | -1.8 | -5 | 4.7 | -6 | 22
O=C1Nc2ccccc2C12NCCc1c2[nH]c2ccccc12 (centres undefined) | 4.4 | -1 | 26 | -0.3 | -4 | -0.4 | -4 | 1.4 | 0 | -26
O=C(Cn1c(CO)nc2ccccc21)Nc1ccccc1Cl | 3.2 | -2 | -5 | -1.3 | nt | 0.0 | 2 | -9.8 | nt | 5
CCN1CCCc2cc(CN(CCN3CCOCC3)C(=S)Nc3cccc(Cl)c3)ccc21 | 3.8 | 0 | -26 | -1.5 | -7 | -0.5 | -3 | -2.1 | 13 | 26
O=C1N/C(=C/c2cccn2-c2ccccc2)C(=O)N1Cc1ccccc1F | 1.5 | 2 | -13 | 2.6 | -17 | -0.6 | -2 | 2.1 | -3 | 13
Cc1ccc(C(NC(N)=O)c2ccccc2C)cc1 (centres undefined) | 3.3 | 0 | 18 | 1.7 | 3 | -1.5 | -12 | -0.6 | 4 | -18
NS(=O)(=O)c1cccc(NS(=O)(=O)c2ccc3ccccc3c2)c1 | 2.5 | -2 | 18 | -1.3 | -3 | -0.7 | -6 | -1.2 | -8 | -18
CC(/C=C1\SC(=S)N(C(C(=O)O)C(C)C)C1=O)=C\c1ccccc1 (centres undefined) | 5.3 | 14 | 27 | 2.6 | 0 | -0.7 | 29 | 4.4 | 0 | -27
CCN(CC(=O)Nc1ccccc1C(F)(F)F)C(=O)c1ccc(N2CCCC2=O)cc1 | 1.4 | -2 | -46 | 0.9 | 8 | 0.2 | 1 | 2.1 | -3 | 46
Cc1ccc(C)c(N2C(=O)CC(N3CCN(Cc4ccc5c(c4)OCO5)CC3)C2=O)c1 (centres undefined) | 2.0 | -2 | 7 | -2.5 | 2 | 0.5 | 29 | 3.7 | -4 | -7
CCS(=O)(=O)Nc1cccc(C2=NN(S(=O)(=O)c3ccccc3)C(c3cccs3)C2)c1 (centres undefined) | 4.1 | 0 | 1 | -2.2 | 8 | -1.3 | 4 | -2.2 | -6 | -1
COc1ccc(CN2CN(S(=O)(=O)c3cccs3)c3nc4ccccc4nc32)cc1 | 1.4 | 3 | nt | -0.6 | 24 | -3.0 | -1 | -1.0 | -1 | nt
CCOC(=O)c1sc(NC(=O)CSc2nc(C)cc(C)c2C#N)c(C#N)c1C | 1.2 | -3 | -19 | 1.4 | -12 | -4.2 | -6 | 1.0 | -1 | 19
CCOC(=O)c1cc(NC(=O)C2CCCO2)cc(C(=O)OCC)c1 (centres undefined) | -1.3 | nt | 23 | 0.2 | 4 | -1.4 | -5 | 4.2 | nt | -23
CCCCN(C(=O)CSc1nnc(-c2ccccc2)o1)c1c(N)n(CCC)c(=O)[nH]c1=O | 1.2 | 1 | 10 | -1.4 | 9 | 0.3 | -7 | 0.1 | 1 | -10
CC1CCCCC12NC(=O)N(CC(=O)NC1CCCc3ccccc31)C2=O (centres undefined) | 2.9 | -2 | 16 | 2.9 | -11 | -0.6 | -9 | 1.0 | -2 | -16
O=C(NO)c1ccccc1O | 2.7 | -3 | 18 | 2.8 | 6 | -0.3 | 5 | 3.1 | -2 | -2
Cc1ccc(C)c(NS(=O)(=O)c2cc(C(=O)Nc3ccccc3-c3ccccc3)ccc2C)c1 | 5.3 | nt | -33 | 0.7 | 4 | -0.9 | 5 | 0.4 | -5 | 33
CCOC(=O)CC(=O)COc1nc2cc3c(nc2o1)CCCC3 | -1.0 | 0 | -17 | 0.2 | nt | 0.8 | -3 | 2.0 | -1 | 17
Cc1cc(C)n2nc(SCc3ccccc3F)nc2n1 | 1.7 | 2 | -9 | 1.4 | 22 | -1.4 | -6 | -0.2 | -4 | 9
Cc1ccc(-c2noc(C3CCCN(C(=O)c4ccc(C(C)(C)C)cc4)C3)n2)o1 (centres undefined) | 1.9 | -5 | -12 | -0.8 | -4 | 0.3 | 14 | 1.8 | -3 | 12
O=C(Cn1cnc2sc3c(c2c1=O)CCCC3)NCC(=O)Nc1ccccc1F | 1.3 | -1 | -2 | -1.1 | 8 | -1.9 | -6 | 2.2 | -2 | 2

Assay outcomes deposited in PubChem by several laboratories.
